Assay outcomes deposited in PubChem by several laboratories.
Kir21 block = blocks the mouse Kir2.1 inward-rectifier potassium channel. HEK293-Kir2.1, FluxOR thallium flux fluorescence; active compounds read low. P35561. B-score at 10 µM. 0.85% of 310,000 active;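 active = fluorescence ratio B-score at or below minus 3 SD of library scores, with starting-brightness B-score within 2 SD, cut at about -4.2 in these data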;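 also: channel flux triggered by added potassium and thallium sulfate stimulus; B-score of peak minus minimum fluorescence over baseline after thallium stimulus; more negative B-score means stronger Kir2.1 block with less thallium influx; some compounds called inactive have numbers as strong as hits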
Target sequence (P35561 whole entry, looked up): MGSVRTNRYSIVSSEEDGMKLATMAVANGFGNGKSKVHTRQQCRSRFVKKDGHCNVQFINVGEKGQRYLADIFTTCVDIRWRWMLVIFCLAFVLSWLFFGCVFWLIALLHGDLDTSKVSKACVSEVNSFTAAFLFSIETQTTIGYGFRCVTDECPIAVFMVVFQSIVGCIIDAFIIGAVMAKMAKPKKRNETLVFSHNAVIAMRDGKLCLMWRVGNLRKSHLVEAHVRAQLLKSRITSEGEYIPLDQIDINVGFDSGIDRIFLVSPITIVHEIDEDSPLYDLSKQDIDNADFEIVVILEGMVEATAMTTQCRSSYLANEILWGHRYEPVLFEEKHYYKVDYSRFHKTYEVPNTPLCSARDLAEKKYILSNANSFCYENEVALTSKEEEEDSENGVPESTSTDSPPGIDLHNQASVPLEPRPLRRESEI
KCNQ2 block = KCNQ2 channel blockers in CHO-K1 cells – cell-based, FluxOR thallium flux, B-score, primary screen (AID 2156). O88943. 20 min; active compounds read low. B-score at 10 µM. 1.1% of 310,000 active;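 active = fluorescence ratio B-score at most minus 3 library SDs, with starting brightness B-score within 2 library SDs, cut at about -5.5 in these data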
STK33 kinase inh = inhibitors of human STK33 kinase; Q9BYT3; purified STK33, MBP phosphorylation, ADP-Glo luminescence; inhibition, % at 10 µM; 0.073% of 320,000 active; AID 2661;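 active = inhibition at or above 25%, using the most active replicate where run in duplicate; inactive = inhibition below 25%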
Target sequence (Q9BYT3 whole entry, looked up): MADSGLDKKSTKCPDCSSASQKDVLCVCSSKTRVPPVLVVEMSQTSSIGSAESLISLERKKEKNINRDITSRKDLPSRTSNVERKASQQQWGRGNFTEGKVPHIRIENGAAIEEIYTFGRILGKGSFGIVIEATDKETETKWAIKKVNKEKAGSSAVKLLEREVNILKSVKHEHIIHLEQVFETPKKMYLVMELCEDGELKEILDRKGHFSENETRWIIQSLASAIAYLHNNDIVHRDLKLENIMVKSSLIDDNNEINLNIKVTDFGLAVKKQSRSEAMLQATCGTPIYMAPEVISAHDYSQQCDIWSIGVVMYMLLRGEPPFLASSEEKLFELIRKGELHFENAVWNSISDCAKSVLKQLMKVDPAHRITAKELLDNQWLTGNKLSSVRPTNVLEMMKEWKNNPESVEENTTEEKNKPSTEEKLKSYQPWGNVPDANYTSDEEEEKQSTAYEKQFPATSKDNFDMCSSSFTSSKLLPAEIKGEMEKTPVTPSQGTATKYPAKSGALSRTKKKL
Starred values were filed as active, the others as inactive; i = inactive; . = no result given. The order is random, and some 1.9% of all compounds hit somewhere here.

SMILES	Kir21 block	KCNQ2 block	STK33 kinase inh
Cc1ccsc1CNCC(O)c1ccccc1 (configuration not stated)	0.44	i	-0.3
Cc1ccc(SCCNC(=O)CN(c2ccc3c(c2)OCO3)S(C)(=O)=O)cc1	-0.68	i	-1.8
COc1cc(NC(=S)NCc2ccco2)cc(OC)c1OC	0.15	i	-2.8
Cc1cc(=O)oc2cc(OC(C)C(=O)NCCc3ccc(S(N)(=O)=O)cc3)ccc12 (configuration not stated)	1.95	i	-0.6
C/C(=N\NC(=O)C(O)c1ccccc1)c1ccc(Cl)s1 (configuration not stated)	-1.09	i	0.7
O=C(NCCN1CCOCC1)C1CCN(c2ncnc3c2sc2cccc(F)c23)CC1	0.02	i	-0.2
CN(Cc1nc(Cc2cccc(C(F)(F)F)c2)no1)C1CC(C)(C)NC(C)(C)C1	-0.94	i	-0.3
O=C(CSc1nnc(Cc2cc(=O)[nH]c(=O)[nH]2)n1-c1ccccc1)NCC1CCCO1 (configuration not stated)	-0.13	i	-1.0
CCn1nc(C(=O)Nc2cccc(C(F)(F)F)c2)c(Cl)c1Cl	-0.13	i	-2.8
NC(N)=NC(N)=Nc1ccc(SC(F)(F)F)cc1	-0.42	i	-0.8
CCCCn1c(=O)[nH]c(=O)c2c1nc(-c1ccc(C)c([N+](=O)[O-])c1)n2CC	-0.46	i	0.0
C/C(=N\Nc1nncc2ccccc12)c1ccc(C(C)(C)C)cc1	-0.04	i	-0.1
Cc1ccc(N2CC(C(=O)Nc3c(C)n(C)n(-c4ccccc4)c3=O)CC2=O)cc1 (configuration not stated)	0	i	-0.1
CC1(C)CC(=O)C(C(c2ccc(Br)cc2)C2C(=O)CC(C)(C)CC2=O)C(=O)C1	-1.44	i	0.1
Cc1cccn2c(=O)c3cc(C(=O)NCCCn4ccnc4)n(C)c3nc12	-2.25	i	1.1
O=C1c2sc3nc4n(c(=O)c3c2CCC1Br)CCCCC4 (configuration not stated)	-3.54	i	-0.1
CCC(C)c1ccc(NC(=O)N2CCN(C(=O)C3CCCO3)CC2)cc1 (configuration not stated)	-0.13	i	0.8
Nc1c(-c2ccccc2)c(CSc2nc3ccccc3[nH]2)nn1-c1cccc(C(=O)O)c1	-0.17	i	0.6
O=C(Nc1ccc(Cl)cc1)c1ccc2c(=O)n3c(nc2c1)CCCCC3	0.23	i	.
CCN(C(=O)COC(=O)c1ccc(C)c(S(=O)(=O)N2CCOCC2)c1)C1CCS(=O)(=O)C1 (configuration not stated)	-1.63	i	2.7
O=C(c1ccc([N+](=O)[O-])s1)N1CCc2ccccc21	-0.83	i	-0.6
CC(C)(C)NC(=O)C1CCN(c2ccc(S(=O)(=O)N3CCOCC3)cc2Cl)CC1	-0.1	i	-0.6
CCc1ccc(/C=C\C(=O)N2CCCC2)cc1	-0.75	i	-2.2
CSc1ccccc1NC(=O)c1noc(C)c1[N+](=O)[O-]	0.39	i	.
CC(C)OC(=O)c1cn(-c2ccccc2)nc1-c1ccc2c(c1)OCCO2	0.01	i	0.1
CCOC(=O)c1cccc(NC(=O)C2CCCO2)c1 (configuration not stated)	-3.08	i	4.5
O=[N+]([O-])c1ccc(O)c(P(=O)(c2ccccc2)c2ccccc2)c1	0.6	i	-1.8
COc1ccc(NS(=O)(=O)c2ccc(NC(=S)NC(=O)/C=C/c3ccccc3)cc2)nn1	-1.56	i	0.2
CC(C)(C)NC(=O)C(=O)NCCC1=CCCCC1	0.03	i	-1.2
O=C(c1ccc(Cl)s1)N1CCN(C23CC4CC(CC(C4)C2)C3)CC1	0.19	i	-2.8
CC(C)(C)NS(=O)(=O)c1ccc(NS(=O)(=O)Cc2ccccc2)cc1	-0.53	i	-0.5
CC(=O)Nc1ccccc1C(=O)C(=O)NCCc1ccccc1	2.39	i	-0.7
Cc1cc(NC(=O)NC(=O)c2cccc(OC(F)(F)C(F)F)c2)n[nH]1	2.57	i	-3.0
CCOC(=O)c1ccc(NC(=S)NNC(=O)c2cc(-c3cccnc3)nc3ccccc23)cc1	-0.18	i	0.0
Cc1ccc(-c2noc(-c3cc(C(C)(C)C)nn3Cc3ccccc3)n2)cc1	-0.39	i	0.4
Cc1ccc(S(=O)(=O)N2CCN(C(=O)CN3CCN(C)CC3)C2)cc1	-0.01	i	-1.4
O=C(N/N=C/c1cccc(OCc2ccccc2)c1)c1ccc(Br)o1	0.15	i	-0.5
CCC(=O)Nc1sc(C(=O)Nc2ccccc2OC)c(C)c1C(=O)OC	1.84	i	-1.3
Cc1cccc(C)c1N1C(=O)CCC(C)(C)C1=O	2.15	i	1.7
Cc1nnc(SCC(=O)N2CCCc3ccccc32)[nH]c1=O	0.86	i	1.6
N#Cc1ccc(CSc2nnc(-c3ccncc3)n2CCc2ccccc2)cc1	-1.64	i	0.0
CCN1C(=O)/C(=C\c2ccc3c(c2)OCO3)C(C(=O)OC)=C1C	3.06	i	-2.1
C/C(=N/NS(=O)(=O)c1cc(C)ccc1C)c1c[nH]c2ccccc12	0.66	i	-0.6
CC(C)C(=O)Nc1ccc(NC(=O)c2ccc([N+](=O)[O-])cc2Cl)cc1	0.42	i	-0.7
Cc1cccc(C)c1NC(=S)N(CCCN1CCOCC1)Cc1cccnc1	-0.2	i	-0.9
Cn1nccc1NC(=O)CC(CC(=O)O)c1ccccc1 (configuration not stated)	1	i	-0.8
Cc1onc(-c2ccccc2)c1C(=O)N1CCCC(C(F)(F)F)C1 (configuration not stated)	-0.11	i	-0.6
COc1ccc(CCNC(=O)c2coc(=O)c(Br)c2)cc1	-1.07	i	-0.8
O=C(Cc1c(Cl)cccc1Cl)OCC(=O)N1CCc2ccccc2C1	0.34	i	-0.6
CC(=O)c1cnc2c(-c3ccccc3)c(C(F)(F)F)nn2c1C	1.39	i	-1.0
COC(=O)[C@H](C)NC(=O)Nc1ccc(OC)c(OC)c1	0.49	i	-0.1
COC(=O)C1=CN(Cc2ccc(OC)c(OC)c2)C=C(C(=O)OC)C1c1ccc(O)cc1	1.05	i	-0.1
O=C1/C(=C/c2cccs2)SC(=S)N1N1CCOCC1	1.04	i	-1.3
O=C(COc1ccccc1F)NNC(=O)c1ccc2c(=O)n3c(nc2c1)CCC3	-1.13	i	.
CCOC(=O)N1CCN(S(=O)(=O)c2ccc(C(=O)Nc3nc4ccccc4s3)cc2)CC1	-2.78	i	0.6
C=CCN(C(=O)Cc1cccs1)c1nc(-c2ccc(S(C)(=O)=O)cc2)cs1	1.73	i	-0.5
Fc1cccc(CN2CCCCCCC2)c1	0	i	-1.9
CC(=O)NC1=NN(C(C)=O)C(C)(CS(=O)(=O)c2ccc(C)c(C)c2)S1 (configuration not stated)	1.62	i	0.0
Cc1c(Cl)cccc1NC(=O)C1=COCCO1	-0.91	i	0.6
CC(C)NC(=O)C1(S(=O)(=O)c2ccccc2)CC=CC1	0.21	i	0.2
Later entries:
SMILES	Kir21 block	KCNQ2 block	STK33 kinase inh
O=C(COC(=O)c1cc(Cl)ccc1O)c1ccc2c(c1)OCO2	-0.4	i	0.2
COCC(=O)N1CCCC(CNS(=O)(=O)c2ccc(OC)cc2)C1 (configuration not stated)	1.28	i	-0.9
Cc1nc2c(C(=O)N3CCN(c4ccccn4)CC3)cnn2c(C)c1Cc1cccc(Cl)c1	-1.62	i	-1.0
CC(C)C(=O)Nc1nc2c(c(=O)[nH]1)CCCC2	2.96	i	1.1
COc1ccc(CN(Cc2cccnc2)S(=O)(=O)c2ccc(-n3cnnn3)c(OC)c2)cc1	-0.18	i	-0.3
CC(=O)Nc1ccc(C(=O)OCc2ccc(Br)cc2)cc1	-0.74	i	-0.6
Cc1sc(NC(=O)CSc2nnc(C)c(=O)[nH]2)c(C#N)c1C	0.6	i	0.3
O=c1[nH]c(O)c(/C=C2\C=Nc3ccc(Br)cc32)[nH]1	-0.28	i	1.4
Cc1occc1-c1n[nH]c(=S)n1C	-3.04	i	-0.3
O=S(=O)(Nc1ccc(Cl)cn1)c1ccccc1	-0.67	i	-0.9
COc1ccc(OCCSc2nc(C)c(Cc3ccccc3)c(=O)[nH]2)cc1	-0.02	i	-0.3
CC(=O)OCC(=O)[C@@]1(OC(C)=O)[C@@H](C)C[C@H]2[C@@H]3C[C@H](F)C4=CC(=O)C=C[C@]4(C)[C@@]3(F)[C@@H](O)C[C@@]21C	-0.94	i	-2.4
CCSc1nnc(NC(=O)Cn2cnc3ccccc3c2=O)s1	-0.47	i	0.9
CCOC(=O)c1sc2nc(N3CCOCC3)c3c(c2c1N)CCN(C)C3	0.99	i	.
Cc1cc2c(cc1S(=O)(=O)CCC(=O)Nc1cccc(C(F)(F)F)c1)OCC(=O)N2	0.89	i	0.3
COc1cc(C(=O)NCC(=O)OCC(=O)c2ccc[nH]2)cc(OC)c1OC	-0.04	i	-1.2
O=C(CSc1nnc(-c2cccs2)o1)OCc1ccccc1	1.86	i	0.0
OCCN1CCN(c2nc(-c3ccccc3)c3cc(Br)ccc3n2)CC1	-1.8	i	-0.4
CC(C)c1ccc(CN(C(=O)/C=C/c2ccco2)C2CCS(=O)(=O)C2)cc1 (configuration not stated)	-0.31	i	0.3
CCc1ccc(S(=O)(=O)NCCc2csc(-c3cccnc3)n2)s1	-2.37	i	0.8
COC(C/C=C\C(=O)[C@@H](C)OCc1ccccc1)OC	-0.67	i	0.9
CN(CC(=O)OCC(=O)NC(=O)c1cccn1C)S(=O)(=O)c1ccc(Cl)cc1	0	i	0.6
Cc1ccc(NC(=O)CNC(=O)c2ccc(C)o2)cc1	-3.12	i	3.4
Cc1nnc(N(C)C(=O)c2cnccn2)s1	0.96	i	0.0
COCCN(CCOC)S(=O)(=O)c1ccc(/C(O)=C(\C#N)c2nc3ccccc3[nH]2)cc1	1	i	-0.4
O=C(CCCOc1ccc(Cl)cc1)N1CCOCC1	1.54	i	-0.9
COc1ccc(OCCNc2cc(Cl)ccc2[N+](=O)[O-])cc1	-0.26	i	-0.8
Cc1ccc(NC(=O)C2CCCN2S(=O)(=O)c2cccc3cccnc23)cc1F (configuration not stated)	-0.36	i	-0.2
O=C(NCC(c1cccs1)N1CCOCC1)C1CCN(S(=O)(=O)c2ccccc2C(F)(F)F)CC1 (configuration not stated)	-0.2	i	-2.0
Cc1ccc(NCC(=O)N/N=C/c2ccncc2)cc1	0.46	i	.
Cc1ccc(-c2nnc(C)c(N3CCOCC3)n2)cc1	-0.07	i	0.7
CCN(CC)c1ccc([C@H]2[C@@H]3CCCC[C@]3(O)CCN2CC(=O)NCc2ccco2)cc1	-1.11	i	-1.0
CSCCCN1CCC(n2nccc2NC(=O)CCCc2ccccc2)CC1	0.76	i	-0.5
CCCNC(=O)NC(=O)CSc1nc2cc(C(=O)OC)ccc2c(=O)n1-c1ccccc1	-0.15	i	-0.3
COc1ccc(CCN2CCCC(CN(C)Cc3cc(OC)c(OC)c(OC)c3)C2)cc1 (configuration not stated)	1.17	i	-1.9
COc1ccc(N2CCN(C(=O)c3ccc(NS(=O)(=O)c4cccc(F)c4)cc3)CC2)cc1	-0.87	i	-2.3
Cc1ccc(C)c(NS(=O)(=O)c2cc3c4c(c2)CC(=O)N4CCC3)c1	-0.56	i	1.0
O=C(CCCn1c(=O)[nH]c2ccsc2c1=O)N1CCN(Cc2ccc3c(c2)OCO3)CC1	0.82	i	0.2
COc1ccc(N(CC(=O)NC2CCCCC2)C(=O)c2ccc(C)s2)cc1OC	0.11	i	-1.6
O=C(Nc1cc(=O)[nH]c2ncnn12)c1ccco1	1.29	i	0.1
COC(=O)c1nn(-c2c(C)n(C)n(-c3ccccc3)c2=O)cc1O	-0.25	i	-3.5
Cc1ccc(C(=O)NC(=S)NCC(=O)c2ccccc2)cc1	1.29	i	-1.7
Cc1nc2nc(COc3ccccc3)[nH]n2c(=O)c1C	-0.21	i	-0.7
COc1ccc(C)cc1NC(=O)C(OC(=O)c1cnc(C)cn1)c1ccccc1 (configuration not stated)	0.17	i	1.1
COc1cc(C(=O)NC(c2ccccc2)c2ccccc2)cc(Cl)c1OC	0.63	i	-1.6
CCOCCCNC(=O)C1CCN(C(=O)N(C)C)CC1	-0.62	i	0.5
Cc1ccc(Sc2ncccc2/C=N/O)cc1	0.18	i	-1.1
CC(C)n1ncc(N2CCOCC2)c(Cl)c1=O	0.57	i	-1.6

Entries above that have a nitro group on carbon (6):
SMILES	Kir21 block	KCNQ2 block	STK33 kinase inh
CCCCn1c(=O)[nH]c(=O)c2c1nc(-c1ccc(C)c([N+](=O)[O-])c1)n2CC	-0.46	i	0.0
O=C(c1ccc([N+](=O)[O-])s1)N1CCc2ccccc21	-0.83	i	-0.6
CSc1ccccc1NC(=O)c1noc(C)c1[N+](=O)[O-]	0.39	i	.
O=[N+]([O-])c1ccc(O)c(P(=O)(c2ccccc2)c2ccccc2)c1	0.6	i	-1.8
CC(C)C(=O)Nc1ccc(NC(=O)c2ccc([N+](=O)[O-])cc2Cl)cc1	0.42	i	-0.7
COc1ccc(OCCNc2cc(Cl)ccc2[N+](=O)[O-])cc1	-0.26	i	-0.8

(continued)
SMILES	Kir21 block	KCNQ2 block	STK33 kinase inh
CCCn1c(C(C)Nc2nc(-c3cccc(Br)c3)cs2)nc2ccccc21 (configuration not stated)	-0.87	i	-1.0
CC(C)NC(=O)/C(C#N)=C/c1ccc2c(c1)OCCO2	-0.1	i	.
Cc1ccnc(NC(=O)CNC(=O)c2cccs2)c1	1.01	i	1.1
Cc1cc2c(cc(C(=O)OCC(=O)NCc3ccco3)n2C)s1	0.04	i	-1.6
Cc1ccc(NC(=O)NCc2cccnc2)cc1	0	i	-2.7
